Assay outcomes from PubChem.
TEAD-YAP block = TEAD-YAP interaction inhibition | 640,000 compounds, 1.4% hits | inhibition, % at 9.12 µM | HEK-TIYL cells, TEAD-Gal4/YAP UAS-luciferase luminescence; in the data active means inhibition above about 32%;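 further: 0% = median of test compound wells and 100% = reference inhibitor wells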
FBW7 act = human FBW7 E3 ligase activation, primary screen; Q969H0; AlphaScreen FBW7–phospho-cyclin E peptide binding, activator screen; normalized activity (activation), % at 26.1 µM; 650,000 compounds, 0.13% hits; in the data active means normalized activity above about 1.9%;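 further: purified mutant Fbw7 with reduced substrate affinity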
GPR151 ag = activators of human GPR151; AID 1508602; 650,000 compounds, 1% hits; PathHunter beta-arrestin GPR151 cells, luminescence; Q8TDV0; activation, % at 11.2 µM; in the data active means activation above about 4.9%;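 further: 0% = median of compound wells and 100% = cells with positive control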
Target sequence (Q8TDV0 whole entry, looked up): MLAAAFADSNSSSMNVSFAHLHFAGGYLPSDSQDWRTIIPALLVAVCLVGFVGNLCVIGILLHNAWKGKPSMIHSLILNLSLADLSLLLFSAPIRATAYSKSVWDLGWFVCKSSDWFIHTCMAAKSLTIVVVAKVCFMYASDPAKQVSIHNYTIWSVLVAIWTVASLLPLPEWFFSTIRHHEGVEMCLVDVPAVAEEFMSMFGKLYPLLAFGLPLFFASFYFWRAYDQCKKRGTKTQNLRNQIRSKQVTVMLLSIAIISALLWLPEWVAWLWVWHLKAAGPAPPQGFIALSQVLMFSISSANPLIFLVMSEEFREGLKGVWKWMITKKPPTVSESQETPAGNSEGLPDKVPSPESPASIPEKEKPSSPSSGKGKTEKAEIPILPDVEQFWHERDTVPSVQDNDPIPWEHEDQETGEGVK
MITF primary = inhibitors of human MITF | AlphaScreen MITF homodimerization, bead proximity signal | inhibition, % at 2.6 µM | 650,000 compounds, 0.91% hits | AID 1259374; in the data active means inhibition above about 50%;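 further: 0% = vehicle wells with protein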
Target sequence (O75030 whole entry, looked up): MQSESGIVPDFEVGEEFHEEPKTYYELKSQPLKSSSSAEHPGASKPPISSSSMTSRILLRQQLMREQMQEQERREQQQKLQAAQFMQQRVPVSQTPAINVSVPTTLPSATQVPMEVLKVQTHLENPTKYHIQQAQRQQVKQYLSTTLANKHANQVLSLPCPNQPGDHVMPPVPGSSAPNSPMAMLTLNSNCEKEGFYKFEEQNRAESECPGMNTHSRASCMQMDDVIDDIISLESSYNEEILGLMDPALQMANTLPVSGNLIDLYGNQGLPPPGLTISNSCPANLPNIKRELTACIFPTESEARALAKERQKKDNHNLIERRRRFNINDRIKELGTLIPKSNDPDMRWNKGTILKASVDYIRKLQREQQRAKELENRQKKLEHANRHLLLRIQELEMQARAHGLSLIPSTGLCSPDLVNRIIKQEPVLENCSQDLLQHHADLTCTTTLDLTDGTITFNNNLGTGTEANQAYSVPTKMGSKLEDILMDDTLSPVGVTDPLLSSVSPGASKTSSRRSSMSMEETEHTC
An asterisk follows results filed as active.

How did CCCSc1nnc2c(n1)OC(c1cc(OC)c(OC)c(OC)c1)Nc1ccccc1-2 (stereo unspecified) do in these assays?
TEAD-YAP block: -110; FBW7 act: 0.4; GPR151 ag: 0.7; MITF primary: 4

Results for O=C(Nc1c2c(nn1-c1ccc(Cl)cc1)CSC2)c1cccc(F)c1 ?
TEAD-YAP block: -11; FBW7 act: 0.0; GPR151 ag: -0.4; MITF primary: 8

What do the screens show for `Cn1cc(CCNC(=O)CN2Cc3ccccc3OC(c3ccccc3F)C2)cn1` (stereo unspecified)?
TEAD-YAP block: 6; FBW7 act: -0.1; GPR151 ag: -0.6; MITF primary: -3

How did CC1CCCC(NC(=O)Cn2cc(Br)ccc2=O)C1C (stereo unspecified) do in these assays?
TEAD-YAP block: 8; FBW7 act: -0.1; GPR151 ag: -0.8; MITF primary: 12

Results for Cc1ccc(N(CCCCN2C(=O)c3ccccc3C2=O)C(=O)C23CC4CC(CC(C4)C2)C3)cc1 ?
TEAD-YAP block: 2; FBW7 act: -0.1; GPR151 ag: -0.1; MITF primary: -11

Results for CC(=O)c1ccc(NC(=O)N2CCC3(CC2)OCCc2c3[nH]c3ccccc23)cc1 ?
TEAD-YAP block: -19; FBW7 act: 0.0; GPR151 ag: 0.4; MITF primary: 17

What do the screens show for `Cc1ccc(NC(=O)c2sc3ncn(CC(=O)N4CCCCC4C)c(=O)c3c2C)cc1F` (stereo unspecified)?
TEAD-YAP block: 7; FBW7 act: -0.1; GPR151 ag: -0.3; MITF primary: 24

What do the screens show for `COc1cc2c(-c3ccc(Cl)cc3)nc3c(c(C)nn3-c3ccccc3)c2cc1OC`?
TEAD-YAP block: -5; FBW7 act: 0.2; GPR151 ag: -0.8; MITF primary: -5

What do the screens show for `CCC(C)(C)NC(=O)C(c1cccs1)N(CCOC)C(=O)Cn1nnc2ccccc21` (stereo unspecified)?
TEAD-YAP block: -3; FBW7 act: 0.0; GPR151 ag: -0.5; MITF primary: -3

What do the screens show for `Cc1ccc2c(c1)S(=O)(=O)N=C(CN1CCN(Cc3ccccn3)CC1)N2`?
TEAD-YAP block: -4; FBW7 act: 0.1; GPR151 ag: -0.9; MITF primary: -3

How did Cc1c(C(=O)Nc2ccc(-c3nnc4n3CCCCC4)cc2)cccc1[N+](=O)[O-] do in these assays?
TEAD-YAP block: 3; FBW7 act: 0.0; GPR151 ag: 2.2; MITF primary: 4

Results for NC(=O)c1ccc(-c2ccc(C(=O)NC3CCN(Cc4ccccc4)CC3)s2)cc1 ?
TEAD-YAP block: -9; FBW7 act: 0.0; GPR151 ag: -1.0; MITF primary: 0

Results for Cc1cccc(NC(=O)C(=O)NCCCN2CCOCC2)c1 ?
TEAD-YAP block: -2; FBW7 act: 0.1; GPR151 ag: 0.6; MITF primary: 9

What do the screens show for `C[C@@H](O)[C@@H]1NC(=O)[C@@H]2C[C@H](NC(=O)Nc3ccc(C(F)(F)F)cc3)CN2C1=O`?
TEAD-YAP block: 0; FBW7 act: 0.2; GPR151 ag: -1.2; MITF primary: -2

How did Cc1nnn(C23CC4CC(CC(C(=O)NC5CCCC5)(C4)C2)C3)n1 do in these assays?
TEAD-YAP block: 4; FBW7 act: 0.8; GPR151 ag: 2.2; MITF primary: 13

10 structures already listed, sorted by molecular weight, lowest first.
Results for Cc1cccc(NC(=O)C(=O)NCCCN2CCOCC2)c1 ?
TEAD-YAP block: -2; FBW7 act: 0.1; GPR151 ag: 0.6; MITF primary: 9

How did Cc1nnn(C23CC4CC(CC(C(=O)NC5CCCC5)(C4)C2)C3)n1 do in these assays?
TEAD-YAP block: 4; FBW7 act: 0.8; GPR151 ag: 2.2; MITF primary: 13

Results for O=C(Nc1c2c(nn1-c1ccc(Cl)cc1)CSC2)c1cccc(F)c1 ?
TEAD-YAP block: -11; FBW7 act: 0.0; GPR151 ag: -0.4; MITF primary: 8

What do the screens show for `Cc1ccc2c(c1)S(=O)(=O)N=C(CN1CCN(Cc3ccccn3)CC1)N2`?
TEAD-YAP block: -4; FBW7 act: 0.1; GPR151 ag: -0.9; MITF primary: -3

How did Cc1c(C(=O)Nc2ccc(-c3nnc4n3CCCCC4)cc2)cccc1[N+](=O)[O-] do in these assays?
TEAD-YAP block: 3; FBW7 act: 0.0; GPR151 ag: 2.2; MITF primary: 4

What do the screens show for `C[C@@H](O)[C@@H]1NC(=O)[C@@H]2C[C@H](NC(=O)Nc3ccc(C(F)(F)F)cc3)CN2C1=O`?
TEAD-YAP block: 0; FBW7 act: 0.2; GPR151 ag: -1.2; MITF primary: -2

Results for CC(=O)c1ccc(NC(=O)N2CCC3(CC2)OCCc2c3[nH]c3ccccc23)cc1 ?
TEAD-YAP block: -19; FBW7 act: 0.0; GPR151 ag: 0.4; MITF primary: 17

Results for NC(=O)c1ccc(-c2ccc(C(=O)NC3CCN(Cc4ccccc4)CC3)s2)cc1 ?
TEAD-YAP block: -9; FBW7 act: 0.0; GPR151 ag: -1.0; MITF primary: 0

What do the screens show for `COc1cc2c(-c3ccc(Cl)cc3)nc3c(c(C)nn3-c3ccccc3)c2cc1OC`?
TEAD-YAP block: -5; FBW7 act: 0.2; GPR151 ag: -0.8; MITF primary: -5

Results for Cc1ccc(N(CCCCN2C(=O)c3ccccc3C2=O)C(=O)C23CC4CC(CC(C4)C2)C3)cc1 ?
TEAD-YAP block: 2; FBW7 act: -0.1; GPR151 ag: -0.1; MITF primary: -11

(further entries)
Results for CC1(C)CC(=O)c2c(O)cc(OCc3ccc([N+](=O)[O-])cc3)cc2O1 ?
TEAD-YAP block: -8; FBW7 act: 0.0; GPR151 ag: 0.6; MITF primary: 6

Results for C=CC[n+]1c(S)c(C(=O)Nc2ccc(C)cc2)n2ccccc21 ?
TEAD-YAP block: -4; FBW7 act: 0.0; GPR151 ag: 2.4; MITF primary: 1

How did Cc1ccc(CN2CCN3C(=O)[C@H](Cc4cnc[nH]4)NC(=O)[C@H]3C2)cc1 do in these assays?
TEAD-YAP block: -3; FBW7 act: -0.2; GPR151 ag: -0.3; MITF primary: 2

Results for O=C(Nc1ccc(Cl)c(-c2nc3ccccc3o2)c1)c1ccccc1 ?
TEAD-YAP block: 1; FBW7 act: 0.1; GPR151 ag: -0.6; MITF primary: -5

How did Nn1cnn2c(SCC(=O)Nc3ccc(Br)cn3)nnc12 do in these assays?
TEAD-YAP block: -4; FBW7 act: -0.2; GPR151 ag: -0.3; MITF primary: -3

Results for CCCCCCCc1nn2c(N)c(/C=C3\C=CC(=O)C(OCC)=C3)c(=O)nc2s1 ?
TEAD-YAP block: 17; FBW7 act: -0.1; GPR151 ag: -0.3; MITF primary: -2

Results for Cc1ccc(C(=O)N2CC(C)N(C(=O)c3ccc(C)o3)CC2C)o1 (stereo unspecified) ?
TEAD-YAP block: 2; FBW7 act: 0.2; GPR151 ag: -0.7; MITF primary: 13

How did O=S(=O)(O)c1ccc(N=NN2CCOCC2)c2ccccc12 do in these assays?
TEAD-YAP block: 4; FBW7 act: 0.4; GPR151 ag: 0.7; MITF primary: 3

Results for O=C1CCCN1CCn1cnc2c(NCCc3ccc(O)cc3)nc(Nc3ccc(-n4ccnc4)cc3)nc21 ?
TEAD-YAP block: 9; FBW7 act: 0.0; GPR151 ag: 0.8; MITF primary: 8

What do the screens show for `O=C(c1ccc2c(c1)N(Cc1ccc(Cl)cc1)C(=O)CS2)N1CCCC1`?
TEAD-YAP block: -6; FBW7 act: -0.1; GPR151 ag: -1.1; MITF primary: 13

Results for CCOC(=O)N1CC=C(c2c(C)[nH]c3ccccc23)CC1 ?
TEAD-YAP block: 10; FBW7 act: 0.0; GPR151 ag: -0.1; MITF primary: -2

What do the screens show for `CC(=O)C1C(=O)c2ccccc2/C1=N/N=C/c1ccc([N+](=O)[O-])cc1` (stereo unspecified)?
TEAD-YAP block: 1; FBW7 act: 0.0; GPR151 ag: -0.2; MITF primary: 0

Results for Cn1c(Nc2cc(NCCc3ccc(O)cc3)nc(N)n2)nc2ccccc21 ?
TEAD-YAP block: -21; FBW7 act: -0.2; GPR151 ag: -0.1; MITF primary: -2

What do the screens show for `c1ccc(Cn2ncc3c(Nc4ccccc4)ncnc32)cc1`?
TEAD-YAP block: 4; FBW7 act: 0.2; GPR151 ag: 0.9; MITF primary: 15

Results for CCc1cccc(CC)c1NC(=O)CCS(=O)(=O)c1ccc(OC)cc1 ?
TEAD-YAP block: 4; FBW7 act: 0.6; GPR151 ag: 2.2; MITF primary: 43

How did Cc1cc(C)cc(NC(=O)/C=C\C(=O)O)c1 do in these assays?
TEAD-YAP block: -2; FBW7 act: -0.1; GPR151 ag: 0.9; MITF primary: 5

How did CCCOc1ccc(/C=N/N=C2\NC(=O)C(CC(=O)O)S2)cc1 (stereo unspecified) do in these assays?
TEAD-YAP block: 11; FBW7 act: 0.0; GPR151 ag: -0.3; MITF primary: 8

What do the screens show for `COc1cc(C2C(C(=O)Nc3ccccn3)=C(C)Nc3nnnn32)ccc1OCc1ccccc1` (stereo unspecified)?
TEAD-YAP block: -18; FBW7 act: 0.1; GPR151 ag: 2.0; MITF primary: -6

How did O=C1CN(S(=O)(=O)c2ccc(Cl)cc2)c2ccccc2N1 do in these assays?
TEAD-YAP block: 2; FBW7 act: -0.1; GPR151 ag: -0.7; MITF primary: 12

How did CCc1ccc(C2CC(c3ccccc3)=NN2S(C)(=O)=O)cc1 (stereo unspecified) do in these assays?
TEAD-YAP block: -49; FBW7 act: 0.0; GPR151 ag: 0.4; MITF primary: 5

How did COc1ccccc1-n1ncc2c(=O)[nH]c(SC(C)C)nc21 do in these assays?
TEAD-YAP block: -16; FBW7 act: 0.0; GPR151 ag: 0.6; MITF primary: -14

How did CC(C)Oc1ccc(CNC(=O)CCCn2sc3ccccc3c2=O)cc1 do in these assays?
TEAD-YAP block: -2; FBW7 act: -0.2; GPR151 ag: -0.7; MITF primary: 8

Results for COc1ccc(-n2c(C)c(C)n3c4c(=O)n(CCC(C)C)c(=O)n(C)c4nc23)c(OC)c1 ?
TEAD-YAP block: -14; FBW7 act: 0.2; GPR151 ag: 1.8; MITF primary: 10

What do the screens show for `COCCCNC(=O)c1nnc(Cc2ccc3c(c2)OCO3)o1`?
TEAD-YAP block: 1; FBW7 act: 0.0; GPR151 ag: 0.2; MITF primary: 1

How did Cc1ccc(S(=O)(=O)N(C)CC(=O)NC2CC(C)(C)NC(C)(C)C2)cc1 do in these assays?
TEAD-YAP block: 2; FBW7 act: -0.1; GPR151 ag: 0.2; MITF primary: 0

What do the screens show for `COc1ccc(Cl)cc1C(=O)Nc1cccc(-c2nc3ccccc3o2)c1`?
TEAD-YAP block: -1; FBW7 act: 0.5; GPR151 ag: 0.0; MITF primary: 5

Results for Cc1cccc(NC(=O)c2ccccc2Cl)c1 ?
TEAD-YAP block: -29; FBW7 act: 0.8; GPR151 ag: 0.5; MITF primary: -4

What do the screens show for `COc1cccc(NC(=O)Nc2cc(OC)cc(OC)c2)c1`?
TEAD-YAP block: 1; FBW7 act: -0.1; GPR151 ag: -0.4; MITF primary: 12

Results for O=C(O)c1ccccc1N=Cc1c(O)n(-c2ccc(Cl)cc2)c(=O)[nH]c1=O ?
TEAD-YAP block: 6; FBW7 act: 0.1; GPR151 ag: 0.5; MITF primary: 1

How did COC(=O)C1=CN(c2ccc(C)c(Cl)c2)C=C(C(=O)OC)C1c1ccc2c(c1)OCO2 do in these assays?
TEAD-YAP block: 3; FBW7 act: 0.0; GPR151 ag: 0.9; MITF primary: 0

What do the screens show for `CCOC(=O)N1CCC(NC(=O)c2cc3nc(-c4ccc5c(c4)OCO5)cc(C(F)(F)F)n3n2)CC1`?
TEAD-YAP block: -13; FBW7 act: 0.1; GPR151 ag: 0.9; MITF primary: -4

Results for O=S(=O)(Cc1cccc(C(F)(F)F)c1)NCc1ccc2c(c1)OCO2 ?
TEAD-YAP block: 11; FBW7 act: 0.0; GPR151 ag: -0.2; MITF primary: 0

How did COc1ccc(-n2c(C)cc(C(=O)COC(=O)CCC(=O)c3cccs3)c2C)cc1 do in these assays?
TEAD-YAP block: 4; FBW7 act: -0.4; GPR151 ag: -0.7; MITF primary: 6

Results for CC(C)(C)c1csc(CN2CCN(CC(=O)NC3CCCCC3)CC2)n1 ?
TEAD-YAP block: 1; FBW7 act: -0.3; GPR151 ag: 1.1; MITF primary: 26

What do the screens show for `Cc1cc(C)c2c(CC(=O)N3CCCCCC3)coc2c1`?
TEAD-YAP block: -1; FBW7 act: 0.0; GPR151 ag: -0.3; MITF primary: 7

How did CC(C)Oc1ccc(C(=O)NCC(c2ccsc2)N2CCN(C)CC2)cc1 (stereo unspecified) do in these assays?
TEAD-YAP block: 4; FBW7 act: 0.0; GPR151 ag: -0.6; MITF primary: -6

What do the screens show for `CC(=O)c1cccc(NC(=O)/C(=C/c2ccc([N+](=O)[O-])cc2)NC(=O)c2cccc(C)c2)c1`?
TEAD-YAP block: -5; FBW7 act: 0.0; GPR151 ag: -0.7; MITF primary: -1

What do the screens show for `Cc1ccc(NC(=O)C2CCN(c3nn4c(=O)cc(C)nc4s3)CC2)cc1`?
TEAD-YAP block: -9; FBW7 act: 0.2; GPR151 ag: -1.0; MITF primary: 21

How did O=C(/C=C/c1ccco1)NC(=S)Nc1ccc([N+](=O)[O-])cc1 do in these assays?
TEAD-YAP block: 11; FBW7 act: 0.1; GPR151 ag: -0.2; MITF primary: 3

Results for CCOC(=O)C1=C(C)NC2=C(C(=O)CC(c3ccc(OC)c(OC)c3)C2)C1c1cc(OC)c(OC)cc1OC (stereo unspecified) ?
TEAD-YAP block: 2; FBW7 act: -0.1; GPR151 ag: -0.5; MITF primary: 14

What do the screens show for `C=CCOC(=O)C1=C(C)Nc2nc3ccccc3n2C1c1ccc(C)o1` (stereo unspecified)?
TEAD-YAP block: 1; FBW7 act: 0.3; GPR151 ag: -1.9; MITF primary: 12
